Screening results (PubChem BioAssay)
12-LOX inh – ALOX12 (human) lipoxygenase inhibition; P18054; purified 12hLO, xylenol orange hydroperoxide absorbance; Potency, µM (titrated, usually from 108 µM), inactives show at the highest dose activity change, negative = inhibition, most hits filed as inhibitors; 580,000 tested, 1.1% active; AID 1671190; active = well fitted inhibition curve with a large enough effect; inconclusive = small, poorly fitted or top-dose-only effect, or another doubt; inactive = no such curve, though single readings can be large or run the other way
Target sequence (P18054 whole entry, looked up): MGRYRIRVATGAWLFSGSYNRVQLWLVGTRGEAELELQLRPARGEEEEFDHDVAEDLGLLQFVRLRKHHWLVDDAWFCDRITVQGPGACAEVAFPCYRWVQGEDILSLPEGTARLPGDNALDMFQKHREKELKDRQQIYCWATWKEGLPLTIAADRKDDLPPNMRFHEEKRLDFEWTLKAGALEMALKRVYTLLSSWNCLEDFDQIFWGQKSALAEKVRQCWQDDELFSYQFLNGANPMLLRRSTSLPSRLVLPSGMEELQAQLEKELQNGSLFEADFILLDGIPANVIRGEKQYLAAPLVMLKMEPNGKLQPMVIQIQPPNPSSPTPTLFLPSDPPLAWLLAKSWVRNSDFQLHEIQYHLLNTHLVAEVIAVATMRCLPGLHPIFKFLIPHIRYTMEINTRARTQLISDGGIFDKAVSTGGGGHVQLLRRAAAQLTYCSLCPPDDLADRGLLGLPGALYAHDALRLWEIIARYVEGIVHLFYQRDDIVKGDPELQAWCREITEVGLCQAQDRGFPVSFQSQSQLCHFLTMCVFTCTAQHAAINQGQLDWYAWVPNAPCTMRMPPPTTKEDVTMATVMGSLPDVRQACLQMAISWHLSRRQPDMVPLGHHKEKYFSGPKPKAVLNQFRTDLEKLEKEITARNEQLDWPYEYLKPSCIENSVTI
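Purified human 12hLO at 150 nM in 25 mM Hepes, 0.01% Triton X-100, pH 7.0, preincubated 15 min at room temperature with compound. Reaction started with 40 uM arachidonic acid, 30 min at room temperature. Hydroperoxide measured by Fe-xylenol orange, 573/405 nm absorbance ratio.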
* = called active by the depositor; ? = inconclusive; [ ] = another dose, or the depositor's remark. % is scaled to controls: 0 for no effect and ±100 for the full control effect; potency is read from the fitted curve at half-maximal effect.

12-LOX inh	canonical_smiles
4%	C[C@]1(CO)[C@H]2Cc3sc(NC(=O)c4c(F)cccc4F)nc3[C@@H](CC(=O)NCCN3CCOCC3)[C@]2(C)CC[C@H]1O
-16%	Cc1cc(NC(=O)c2cc(-c3ccc[nH]3)n[nH]2)ccc1F
17%	CC(=O)N1CCCN(Cc2nnc(C(=O)N3CCC[C@@H]3C(c3ccccc3)c3ccccc3)n2-c2ccccc2)CC1
?	CCCN(CC(=O)NC(=O)Nc1ccccc1)Cc1ccc(C#N)cc1
-5%[176 µM]	CCCOc1cc(C)c2c(c1C)C[C@H]([C@H](C)C(=O)NCCOC)CC2
5%	CCC(CC)C(=O)Nc1nonc1-c1ccc(Cl)cc1
6%	Cc1ccc(-c2cc3c(=O)n(CCNC(=O)c4cccc(C#N)c4)ccn3n2)c(C)c1
31%[activator]	CN1CCN(C(=O)CSCc2ccccc2Cl)[C@H]2CS(=O)(=O)C[C@H]21
35%[activator]	CCCCc1ncc(CN2CCCC(C(=O)Nc3ccccc3-c3ccc(OC)cc3)C2)[nH]1 (stereo unspecified)
0%[12.5 µM]	CC(C)C1=NOC2(CCN(Cc3ccc(F)cc3)C2)C1 (stereo unspecified)
1%[176 µM]	COc1ccc(-c2cc3c(nc2OC)nc(CC2CC2)n3C)cc1
7%	Cc1ccc(NC(=O)c2nn(Cc3ccccc3)c(=O)c3ccccc23)cc1Cl
14%	C[S+](=O)([O-])N1CCC2(CC1)C(=NC1CCCC1)NC(=O)N2c1cc(F)cc(F)c1
29%	O=C(Cc1c[nH]c2ccccc12)Nc1cccc(C(=O)NC2CC2)c1
163%[activator]	COC(=O)C1C2CC3c4[nH]c5cc(OC)ccc5c4CCN3CC2CC(OC(=O)c2cc(OC)c(OC)c(OC)c2)C1OC (stereo unspecified)

(more compounds)
12-LOX inh	canonical_smiles
?	CN(C)c1ncc2nc(-c3cccs3)c(=O)n(CCC#N)c2n1
22%[176 µM]	Cn1cc(CN2C[C@@H](F)[C@@H](OCc3nc4ccc(C#N)cc4[nH]3)C2)c2ccccc21
?	N#CC1=C(N)OC2=C(C(=O)CC(c3ccccc3)C2)C1c1ccsc1 (stereo unspecified)
-17%	CCC(C)c1ccc(NC(=O)COc2ncnc3ccccc23)cc1 (stereo unspecified)
-10%	O=C(Cc1c[nH]c2ccccc12)Nc1cc(S(=O)(=O)N2CCOCC2)ccc1N1CCCC1
?	COc1cccc2c(C)nc(NC3=NCN(CCO)CN3)nc12
-8%	CC(=O)c1ccc(NC(=O)Cn2ccc3ccc(Cl)cc32)cc1
-31%	COc1cc(/C=C/C(=O)O)c(Br)cc1OCCc1ccccc1
68%[activator]	Cc1cnc(CC2CCN(C(=O)CCc3nc4ccccc4s3)CC2)n1CC1CC1
-3%	c1nc(N[C@@H]2COCC[C@@H]2OCc2cscn2)c2ccsc2n1
15%	CCNC(=O)c1cccnc1OC1CCN(C(=O)c2ccccc2C)C1 (stereo unspecified)
-23%	COc1ccc(NC(=O)CSc2ncnc3ccccc23)c(OC)c1
67%[activator]	CCn1ccnc1CN1CC[C@@H](c2ccc3ccccc3c2)[C@H](O)C1
?	CSc1nnc(-c2nn(C)c3c2CN(S(=O)(=O)c2ccccc2)CC3)n1C
70%[activator]	CCC(=O)NCC1c2cc(OC)c(OC)cc2CCN1C(=O)Nc1ccccc1 (stereo unspecified)

(next part)
12-LOX inh	canonical_smiles
3%	Cc1ccc(NC(=O)c2cc3c(cc2C)OCCCO3)cc1C
-1%[6.33 µM]	O=C1NC(=NC2CCCCC2)C2(CCN(Cc3ccc(F)cc3)C2)N1c1cccnc1 (stereo unspecified)
-1%	Cc1cccc(=O)n1CCC(=O)N1Cc2[nH]cnc2CC1C(=O)O (stereo unspecified)
0%	CC(=O)N[C@H]1CN(C2CCN(c3ccc(F)cc3C)CC2)C[C@@H]1C1CC1
-53%	Cc1nc(-c2ccccc2)sc1C(=O)Nc1ccc2[nH]c(=O)[nH]c2c1
?	O=C(c1cc2occc2n1Cc1ccccc1F)N1CCSCC1
33%[activator]	CCOCCn1nc(C)cc1C(=O)N1CC[C@@](O)(COC)C(C)(C)C1
9%[176 µM]	Cc1oc(C(O)c2ccccc2F)nc1C(=O)Nc1ccccc1 (stereo unspecified)
54%[activator]	CCS(=O)(=O)N1CCC2(CC1)CC(C(=O)N1CCOCC1)N(C)C2 (stereo unspecified)
1%	CCOC(=O)c1[nH]c(C)c(C=O)c1C
2%	O=C(Nc1ccncc1Cl)C(Sc1ccccc1)c1ccccc1 (stereo unspecified)
-8%	CC(C)(C)CC(=O)N1CCC(N2CC3CC(C2)[C@H]2CCCC(=O)N2C3)CC1 (stereo partly specified)
?	O=C1CN(CC(=O)Nc2c(Cl)cc(Cl)cc2Cl)CCN1
-3%	COC1CCOC2(CCN(C(=O)c3ccccn3)CC2)C1 (stereo unspecified)
-5%	CNc1nccc(N2CCC(CC(=O)N3CCN(C(C)=O)CC3)CC2)n1

Next part.
12-LOX inh	canonical_smiles
?	O=c1c(-c2cc(F)cc(F)c2)nc2cnc(N3CCNCC3)nc2n1CCc1ccccc1
?	CC1CS(=O)(=O)N(c2ccc(S(=O)(=O)NCc3ccc(Cl)cc3)cc2)C1=O (stereo unspecified)
8%	O=C(NC1CCCC1)N1CCC2(CC1)CC(N1CCOCC1)CCO2 (stereo unspecified)
-1%	CC(NC(=O)Cc1cccc2cccnc12)c1ccccc1 (stereo unspecified)
153%[activator]	Cc1nc(CCNC(=O)C2NCCc3[nH]cnc32)nc2c1CCCC2 (stereo unspecified)
2%	C=CCSc1nc2c(c(=O)[nH]c(=O)n2C)n1Cc1ccc(Cl)cc1
75%[activator]	CN1C(=O)c2cccn2CC1CNC(=O)c1cccc2nccnc12 (stereo unspecified)
?	Cc1ccc(SCC(=O)NCc2ccc(CS(N)(=O)=O)cc2)c(C)c1
?	Cc1ccc(S(=O)(=O)CCNC(=O)c2cc3n(n2)CCCNC3)cc1
?	CCCN1CCN(C(=O)c2c(C)oc3c2CN(Cc2cccc(F)c2)CC3)CC1
7%	COCCn1cc2c3c(cccc31)CN(C(=O)COc1cccc(C)c1)CC2
9%	O=C(Nc1cc(C(F)(F)F)ccc1F)c1cccc(COc2ccc(Cl)cc2)c1
?	COC(=O)c1c(-c2ccc(C)cc2)csc1NC(=O)c1ccoc1C
44%[activator]	O=C(CCCc1ccccc1)N1CC(c2noc(COc3ccccc3)n2)C1
-26%[176 µM]	CN1Cc2c(cc(N3CCOCC3)nc2-c2cccc(N[S+](C)(=O)[O-])c2)C1=O

(more compounds)
12-LOX inh	canonical_smiles
52%[activator][176 µM]	COCc1nc2nc(-c3ccccc3)c(-c3cccc(NC(C)=O)c3)cc2n1C
-1%	Fc1cccc(Cl)c1CSc1nnc([C@@H]2CCCN2)o1
-38%	Cc1nc2nc(C(F)(F)F)[nH]n2c(=O)c1Cc1cccc(Cl)c1
-20%	Cc1ccc(F)cc1NC(=O)CSc1ncc(-c2ccc(F)cc2)o1
13%	O=C(c1ccc(=O)[nH]c1)N1CCCC(CCc2cccc(C(F)(F)F)c2)C1 (stereo unspecified)
27%	CCN1C(=O)COc2ccc(NC(=O)c3cc(=O)c4cc(C)cc(C)c4o3)cc21
-5%	CCOC(=O)C1CCN(C(=O)C2COC3(CCC(C)CC3)N2C(=O)c2ccccc2F)CC1 (stereo unspecified)
-16%	C#CCNC(=O)C[C@H]1C[C@@]2(C(=O)OC)C(=C[C@H](C(C)(C)C)O[C@@H]2C)N(CCCCCCCC)C1=O
5%[176 µM]	COc1ccc(C(=O)N2CCOCC3(CN(Cc4cc(F)cc(F)c4)C3)C2)c(OC)n1
110%[activator]	Cc1cc(CN2CCC3(CC2)CN(C2CCC2)CC3CO)n(C)n1 (stereo unspecified)
1%	Cc1ccc(C(=O)OC(C)C(=O)NC(=O)NC2CCCCC2)cc1O (stereo unspecified)
-4%[176 µM]	COc1ccc(CNC(=O)Cc2c[nH]c3ncc(-c4ccccc4)cc23)cc1OC
10%	CCNC(=O)c1cccc(NC(=O)C2CCCC2)c1
-50%	CC(=O)c1ccc(-c2ccc(C(=O)OC(C)C#N)o2)cc1 (stereo unspecified)
-2%	O=C(Nc1cccc(Cl)c1)c1nn(-c2ccccc2)c(=O)c2ccccc12

The list goes on:
12-LOX inh	canonical_smiles
-48%	CCn1c(SCC(=O)NCc2ccccc2CN2CCOCC2)nnc1-c1cccc(C)c1
?	Cn1c(=O)[nH]c(=O)c2c1nc(Cl)n2Cc1ccccc1
1%[176 µM]	N#Cc1cccc(CN[C@@H]2CO[C@H](CNC(=O)c3ccncc3)[C@H]2O)c1
?	O=C(CCc1cccs1)N(Cc1cccnc1)C1CC1
22%	C=CCOc1cccc(/C=C(\C#N)c2nc3ccccc3[nH]2)c1
18%	CCc1ccccc1S(=O)(=O)N1CCC2(CC1)CN(C(C)=O)CC2COC (stereo unspecified)
11%	CCOC(=O)C1CSCCS(=O)(=O)N1Cc1cc(F)ccc1Br (stereo unspecified)
-4%	CCOc1ccccc1NC(=O)CCc1c[nH]c2ccccc12
35%[activator]	O=C1NCCCCCCN(Cc2ccncc2)[C@@H]2CN(C(=O)c3ccncc3)CC[C@@H]12
33%[activator]	CCCNC(=O)N1CCCCC1c1nc(C2CC2)n[nH]1 (stereo unspecified)
37%[activator]	O=C1NC2CCCCC2=C1CC(=O)N1CCc2ccccc21 (stereo unspecified)
9%	COCC1CN(C(C)=O)CC12CCN(C(=O)c1cccnc1C)CC2 (stereo unspecified)
-1%	CCOc1nnc(CN2CCN(c3cccc(F)c3C#N)CC2)s1
-1%	Cc1c(C(=O)N(C)C2CCOC2)sc2ncnc(NCc3ccc4c(c3)OCO4)c12 (stereo unspecified)
-7%[22.9 µM]	CC(=O)N[C@@H](CCC(N)=O)C(=O)O

Additional compounds
12-LOX inh	canonical_smiles
?	COCC1CN(Cc2cnn(C(C)C)c2)CC12CCNCC2 (stereo unspecified)
47%	CCOc1ccc(NC(=O)N2CC(C(=O)N(C)C)C3(CCOCC3)C2)cc1 (stereo unspecified)
11%[176 µM]	COc1ccc(-c2ccc3ncc(Nc4ccc(F)c(Cl)c4)n3n2)cn1
-4%	Cc1cccc(NC(=O)c2nn(-c3ccccc3)c(=O)c3ccccc23)c1C
-14%	CCCCCCn1nc(C(=O)OCC#N)c2ccccc2c1=O
-17%	COc1cccc(Cn2c(=O)cnc3cnc(Oc4cccc(Cl)c4)nc32)c1
-7%[6.33 µM]	O=C(NC1CC1)C1CCc2nnc(-c3cccc(C(F)(F)F)c3)n21 (stereo unspecified)
50%[176 µM]	O=CN1CCCC(n2cnc3cccnc32)C1 (stereo unspecified)
34%[activator]	Cc1ccccc1C(=O)N1CCc2[nH]nc(C(=O)NCCCc3ccccc3)c2C1
24%	Cc1ccc([C@@H]2CN(C(=O)c3cn(CCN)nn3)C[C@H]2NC(=O)C2CC2)cc1
?	N#CCCn1c(=O)c(-c2ccccc2)nc2cnc(N3CCNCC3)nc21
-2%	O=S(CCO)CCO
0%	COC(=O)c1cc(-c2cccc(OC)c2)nc2ccccc12
40%[activator]	O=C(CC1=C2CCCCC2NC1=O)Nc1cccc(F)c1 (stereo unspecified)
?	COc1cc2c(cc1OC)C(C[C@H]1CN(C(=O)Cc3ccccc3)CC[C@H]1CC(=O)O)=NCC2

The list goes on.
12-LOX inh	canonical_smiles
-23%	O=C(CSc1nc2c(c(-c3cccs3)n1)CCCC2)Nc1cc(Cl)cc(Cl)c1
?	CCOc1cc(C(=O)Nc2cccc(Cl)c2N2CCCC2)cc(OCC)c1OCC
38%[activator]	O=C(Cc1cccc(F)c1)NCC1CCN(Cc2cccs2)CC1
22%	COc1ccc([S+](=O)([O-])N2CCC(N3Cc4cccn4C3=O)CC2)cc1
14%	CCN(CC)c1nc2c(c(=O)n(Cc3ccccc3)c(=O)n2C)n1Cc1ccccc1
-1%	CCC(C)NC(=O)CCNC(=O)c1cc2ccc(OC)cc2nc1C (stereo unspecified)
6%	O=C(NCCC12CC3CC(CC(C3)C1)C2)c1cccs1
-15%	COc1ccc(Cc2nnc(Nc3cccc(Cl)c3)[nH]c2=O)cc1OC
3%	COc1ccc(Cn2c3c(c(=O)n2Cc2ccccc2)CCN(Cc2cccc(O)c2)C3)cc1
15%[176 µM]	CCCCCC(=O)N1CC[C@@H](CC(=O)O)[C@@H](CC)C1

An excerpt. The share of hits here may be higher or lower than overall.
